Neddyl block: inhibitors of human cullin neddylation | P61081+Q13564 | TR-FRET cullin neddylation, biochemical | calls only at 25 µM | actives 0.58% (n = 360,000); in the data active = inhibition above about 36%
MsrA inh: inhibitors of bovine MsrA; actives 0.75% (n = 360,000); purified bovine MsrA, absorbance read-out; AID 651718; inhibition, % at 15.5 µM; in the data active = inhibition above about 4.5%;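 note: 0% = vehicle wells with enzyme and 100% = reference inhibitor wells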
MLLE-PAM2 inh: blocks PAM2 peptide binding to the PABP1 MLLE domain; GST-MLLE / FITC-PAM2 fluorescence polarization; inhibition, % at 20 µM; actives 0.36% (n = 360,000); in the data active = inhibition above about 35%, passing the limit was not always enough;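 note: plate controls were DMSO wells with GST-MLLE for no effect and wells lacking GST-MLLE protein for full effect; some results filed as inactive read as strong as hits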
bovine MsrA act: activates bovine MsrA enzyme | purified bovine MsrA, absorbance read-out | activation, % at 10.6 µM | actives 0.3% (n = 360,000) | AID 602163; in the data active = activation above about 7.5%;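 note: 0% = vehicle and 100% = reference activator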
E coli Lon inh: inhibitors of E. coli Lon protease. purified E. coli Lon protease, fluorescence polarization. inhibition, % at 7.94 µM. actives 0.42% (n = 360,000). AID 602123; in the data active = inhibition above about 13%, passing the limit was not always enough;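 note: 0% = enzyme with probe and DMSO and 100% = no enzyme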
FAS TE block: FAS thioesterase (human) inhibition | P49327 | recombinant FAS-TE, OMFH fluorogenic substrate, fluorescence endpoint | inhibition, % at 15 µM | AID 602261 | actives 0.67% (n = 360,000);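 active = compounds whose normalised, plate-corrected inhibition of enzyme fluorescence in the single-dose primary screen is 50% or more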;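 note: 0% = DMSO with enzyme and 100% = substrate without enzyme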
CSN inh: inhibitors of human CSN-mediated cullin deneddylation. Purified CSN, SCF-Nedd8-OG deneddylation, fluorescence polarization. inhibition, % at 12.5 µM. actives 0.38% (n = 360,000). AID 651999;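 active = pattern-corrected inhibition above about 35%, with an unprinted fluorescence ratio check between 0.5 and 1.5, limit read from the data, passing the limit was not always enough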;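 note: 0% = enzyme with substrate and 100% = substrate without enzyme; some results filed as inactive read as strong as hits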
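Material: purified human Csn5 enzyme expressed in HEK293T cells / Medium: Tris buffer pH 7.5, NaCl, DTT, Tween-20, trehalose, ovalbumin / Compound dosing: 12.5 µM single point / Schedule: 90 min incubation of compound, enzyme and substrate at room temperature / Signal: fluorescence polarization of the substrate / Control set: no-enzyme wells high, enzyme-with-substrate wells low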
Rin1 Abl inh: inhibitors of human Rin1-Abl protein interaction; AID 588664; P00519+Q13671; inhibition, % at 7.35 µM; TR-FRET Rin1/Abl binding, biochemical; actives 0.4% (n = 360,000); in the data active = inhibition above about 5%, passing the limit was not always enough
TbMetRS inhib: Trypanosoma brucei MetRS inhibition; actives 0.4% (n = 360,000); AID 624268; inhibition, % at 11.9 µM; purified T. brucei MetRS, ATP depletion, Kinase-Glo luminescence;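 active = inhibition above a per-plate cutoff of the control wells' mean inhibition plus 3 SD, cut at about 5.5% in these data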;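 note: 0% = DMSO wells median and 100% = median of wells with control inhibitor compound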
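System: purified T. brucei MetRS enzyme / Detection: Kinase-Glo luciferase luminescence reporting remaining unconsumed ATP / Medium: HEPES buffer with MgCl2, KCl, DTT, spermine, BSA, pyrophosphatase / Replication: singlicate, one well per compound / Evaluation: percent inhibition relative to median high and low control wells / Schedule: 2 h aminoacylation at 25 °C after 15 min preincubation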
Active calls of the source: *; i = inactive; x = not tested or not shown. Compounds were not picked by outcome; any-hit rate near 4%.

mol,Neddyl block,CSN inh,bovine MsrA act,FAS TE block,MsrA inh,MLLE-PAM2 inh,E coli Lon inh,TbMetRS inhib,Rin1 Abl inh
CCNC(=S)NCc1ccc(Cl)cc1,i,1,-2,-7,-0.4,-64,1,0.0,1
COc1ccc(N(CC(=O)Nc2cc(Cl)ccc2OC)C2=NC3CS(=O)(=O)CC3S2)cc1 (configuration not stated),i,6,1,12,-0.9,6,-1,0.4,1
COc1ccc(C(=O)N/N=C\c2coc3ccc(Cl)cc3c2=O)cc1,i,1,-6,15,-1.7,2,-6,0.6,1
O=C(CS(=O)(=O)Cc1ccccc1)Nc1nc2c(s1)CCCC2,i,5,-2,-3,0.9,9,3,-0.2,-5
Cc1ccc(NC(=O)CN2CCOCC2)cc1C,i,1,-2,-4,0.1,-11,-6,0.3,0
COc1ccc(CNC(=O)N2CCN(c3cccc(C)c3C)CC2)cc1OC,i,-3,0,-3,0.8,13,7,-0.3,5
Cc1ccc(CNC(=O)CCC(=O)N2CC(C)Oc3ccc(Cl)cc32)cc1 (configuration not stated),i,3,-1,20,-0.2,-8,11,-0.8,-1
COc1ccc(C(=O)NC(C(=O)N2CCc3ccccc32)C(C)C)cc1 (configuration not stated),i,-1,-6,-4,0.2,-2,9,-0.7,-4
CCN1C(=O)N[C@@H](c2cccc(C(F)(F)F)c2)[C@@H](C(=O)OC)[C@H]1C,i,1,-2,-11,-1.2,4,8,-0.4,0
CC(C)N(Cc1nccn1C)C(=O)CC1C(=O)NCCN1Cc1ccc(F)c(F)c1 (configuration not stated),i,1,-7,-5,-0.3,11,16,-0.4,4
Cc1ccc(C2C(C#N)=C(N)Oc3n[nH]c(-c4ccccc4)c32)o1 (configuration not stated),i,3,-3,6,0.3,-16,-8,-0.8,-3
COc1ccccc1/C=C/C=N/NC(=O)CC1C(=O)NN=C1C (configuration not stated),i,-8,-6,-6,3.7,4,-6,-0.5,1
Cc1ccccc1CS(=O)(=O)CCC(=O)NCc1ccc(F)cc1Cl,i,-4,-2,-5,-0.5,10,0,0.2,0
C#CCOCCOCCOCCNc1nc(N2CCOCC2)nc(N2CCN(C(=O)[C@H](Cc3ccc(O)cc3)n3cc(CCO)nn3)CC2)n1,i,-2,0,-4,0.0,-18,3,-0.2,2
O=[N+]([O-])c1ccc(/C=C/C2=NN(c3ccccc3)C(c3ccco3)C2)cc1 (configuration not stated),i,64*,3,36,-0.3,-113,-149,-0.6,1
CCCS(=O)(=O)NC(=O)C1(C)CCCN(C(=O)Cc2ccc3ccccc3c2)C1 (configuration not stated),i,0,-6,-9,-1.3,18,-7,0.3,3
CCOC(=O)C1C(c2ccc(O)cc2)NC(=O)NC1(O)C(F)(F)F (configuration not stated),i,3,-3,-4,-0.5,-1,-2,0.0,0
CN(C)CCCN=Cc1c(O)n(Cc2ccccc2)c(=O)c2ccccc12,i,-4,-3,-1,2.0,-2,-11,0.2,-4
CC(OC(=O)C1CCN(c2ccc(C(F)(F)F)cn2)CC1)C(=O)c1ccccc1 (configuration not stated),i,2,-9,36,0.4,-21,8,-0.5,-4
COc1ccc(-n2ccnc2SCC(=O)c2c(N)n(C3CC3)c(=O)[nH]c2=O)cc1,i,-2,1,-7,-0.1,-5,-6,-0.2,-4
O=C(c1nc2ccc(Cl)cn2c1CN1CCCC1)N1CCc2ccccc2C1,i,-5,-3,-6,0.4,22,2,0.9,-8
COc1ccc(NC(=O)CSc2nnnn2C2CCCC2)cc1S(=O)(=O)N1CCOCC1,i,2,-3,-6,-0.5,9,-2,-0.1,2
CC1CCN(S(=O)(=O)c2ccc(S(=O)(=O)NCC(=O)C(C)(C)C)cc2)CC1,i,4,0,-5,-0.2,-9,-6,0.1,-5
CC(C)(C)c1ccc(C(=O)N2CCC(C(=O)N3CCCCC3)CC2)cc1,i,-2,-2,-2,0.4,5,-15,0.1,-1
CCN(C)C1CN(Cc2cn(Cc3ccc(OC)cc3)nn2)S(=O)(=O)C1 (configuration not stated),i,6,-4,-8,1.8,x,-13,-0.6,x
COc1ccc(C(=O)Nc2ccc(Cl)c(Cl)c2)c(OC)n1,i,-2,-5,2,1.1,6,0,-1.0,1
O=C(NN1CC(C(=O)OCc2ccc(Cl)cc2Cl)CC1=O)c1ccccc1 (configuration not stated),i,4,-2,1,-0.6,13,-11,0.1,-2
CC(C)(C)SCCNC(=O)CSCc1ccc([N+](=O)[O-])cc1,i,1,-11,35,1.1,-7,-6,-0.7,2
Cc1ccc(Cl)cc1N1CCN(S(=O)(=O)c2c(C)[nH]c(C)c2C(=O)N2CCCCC2)CC1,i,1,-2,13,0.3,-7,9,-0.2,-4
COc1ccccc1C(=O)NC(CCSC)C(=O)NCCCSc1ccccc1 (configuration not stated),i,3,0,10,-0.5,-2,0,-0.2,0
COc1ccc(C(=O)CCS(=O)(=O)c2ccc(C)cc2)cc1,i,7,-4,0,-0.2,22,-16,-0.5,0
COc1cccc(OC)c1OCCN1CCN(C(=O)c2ccco2)CC1,i,-4,0,-9,0.5,10,-3,-0.1,4
Cc1nc2ccccc2c(=O)n1NC(=O)c1ccccc1,i,3,-3,-5,1.7,-4,0,-0.8,-2
O=C1NC(=S)N/C1=C/c1cccnc1,i,4,-4,-6,4.1,7,2,-0.2,-6
COc1cc(C(=O)Nc2ccc(-n3cnnn3)c(C)c2)cc(OC)c1OC,i,-5,-10,-8,-0.7,-5,3,-1.3,1
COc1ccc(CCNC(=O)CNC(=O)c2nn(-c3ccc(OC)c(OC)c3)c(=O)c3ccccc23)cc1OC,i,1,-3,-6,0.7,6,1,-0.2,3
NC(=O)C(=O)N/N=C1\CCc2ccccc21,i,-7,-7,-2,0.8,1,5,-0.2,-3
CSc1nc(N)nc(SCC(=O)CC(=O)OC(C)C)c1C#N,i,9,0,4,0.3,-44,-5,0.1,0
CC(O)[C@H]1CNCCN1CC1(c2ccccc2)CC1 (some centres not stated),i,-5,-2,-16,0.5,0,6,1.0,1
COc1ccc(NC(=O)c2cccc(NS(=O)(=O)c3ccccc3)c2)cc1,i,5,-1,2,1.7,0,-6,0.9,-3
Cn1c(=O)n(CCc2ccccc2)c(=O)c2c1ncn2Cc1ccccc1,i,1,-5,10,1.7,-1,-8,-0.6,5
COc1cccc(NC(=O)C(=S)NC2CCCCC2)c1,i,-2,0,29,-0.6,0,8,-0.6,5
CCOC(=O)Cc1cn2c(=O)cc(CSCC(=O)Nc3ccc(C)c(C)c3)nc2s1,i,4,-1,-5,1.0,27,13,-0.5,0
Cc1ccc(NS(=O)(=O)c2cccc(C(=O)N3CCN(C(=O)c4ccco4)CC3)c2)cc1,i,2,-13,3,0.2,-4,-15,-0.4,4
CC(C)N=C(NC#N)SCC(=O)NC(C)(C)C,i,0,-1,-6,-1.0,-7,-2,-0.8,-3
Cc1ccc(/C=N/N=C/c2ccc(C)cc2)cc1,i,6,-1,-6,-0.3,6,-11,0.6,-1
CC(=O)N(C)c1ccc(C=C2C=Cc3ccccc32)cc1,i,2,0,0,0.9,-12,14,-0.3,2
c1cncc(-c2nc(N3CCOCC3)c3c4c(sc3n2)CCC4)c1,x,-8,-6,16,0.1,3,5,-0.9,-3
COc1ccc(-c2ccc(C(=O)Nc3ccc(C(C)C)cc3)c3occc23)c(C)c1,i,2,-2,15,1.2,-8,-2,0.2,4
Cc1csc(SCC(=O)NCc2ccccc2Cl)n1,i,-3,-9,4,1.4,-1,2,1.4,1
CC(OC(=O)c1cc(Br)ccc1O)C(=O)Nc1ccc(S(=O)(=O)N2CCCC2)cc1 (configuration not stated),i,5,-13,24,0.0,4,-2,-0.5,-1
C=CCNC(=O)N1CCCC(C(=O)c2cccc(OC(C)C)c2)C1 (configuration not stated),i,-1,-2,-2,1.8,15,-4,0.1,1
COc1ccc(C(=O)c2ccc(Br)cc2)c2ccccc12,i,0,-14,23,-0.8,9,-2,-0.5,-1
COC(=O)c1ccc(C2C(C(=O)c3ccco3)=C(O)C(=O)N2c2cc(C)on2)cc1 (configuration not stated),i,-1,-2,0,1.4,-6,-11,0.3,-2
C#CCOCCOCCOCCNc1nc(N2CCOCC2)nc(N2CCN(C(=O)Cn3cc(CC(C)O)nn3)CC2)n1 (configuration not stated),i,-3,0,-12,-2.1,-1,-6,-0.3,2
CS(=O)(=O)Nc1ccccc1N=C(c1ccccc1)c1ccccc1,i,-5,-4,14,0.2,1,0,0.0,-5
CC(C(=O)Nc1ccc(S(=O)(=O)N2CCCC2)cc1)N1CCN(c2ccccc2O)CC1 (configuration not stated),i,-1,-3,2,0.2,10,2,-0.1,1
COc1ccc(CC(=O)N2N=C(C)CC2(O)C(F)(F)F)cc1OC (configuration not stated),i,-4,-4,-5,2.9,3,5,-0.6,-1
Cc1ccc(OCCC(=O)Nc2ccc(C)c(F)c2)cc1,i,2,-2,21,-0.2,21,6,-0.6,-1

Some of the entries so far, with values under each structure:
Results follow in this order: Neddyl block	CSN inh	bovine MsrA act	FAS TE block	MsrA inh	MLLE-PAM2 inh	E coli Lon inh	TbMetRS inhib	Rin1 Abl inh
- COc1ccc(-c2ccc(C(=O)Nc3ccc(C(C)C)cc3)c3occc23)c(C)c1
  i	2	-2	15	1.2	-8	-2	0.2	4
- Cc1csc(SCC(=O)NCc2ccccc2Cl)n1
  i	-3	-9	4	1.4	-1	2	1.4	1
- CC(OC(=O)c1cc(Br)ccc1O)C(=O)Nc1ccc(S(=O)(=O)N2CCCC2)cc1 (configuration not stated)
  i	5	-13	24	0.0	4	-2	-0.5	-1
- C=CCNC(=O)N1CCCC(C(=O)c2cccc(OC(C)C)c2)C1 (configuration not stated)
  i	-1	-2	-2	1.8	15	-4	0.1	1
- COc1ccc(C(=O)c2ccc(Br)cc2)c2ccccc12
  i	0	-14	23	-0.8	9	-2	-0.5	-1
- COC(=O)c1ccc(C2C(C(=O)c3ccco3)=C(O)C(=O)N2c2cc(C)on2)cc1 (configuration not stated)
  i	-1	-2	0	1.4	-6	-11	0.3	-2
- C#CCOCCOCCOCCNc1nc(N2CCOCC2)nc(N2CCN(C(=O)Cn3cc(CC(C)O)nn3)CC2)n1 (configuration not stated)
  i	-3	0	-12	-2.1	-1	-6	-0.3	2
- CS(=O)(=O)Nc1ccccc1N=C(c1ccccc1)c1ccccc1
  i	-5	-4	14	0.2	1	0	0.0	-5
- CC(C(=O)Nc1ccc(S(=O)(=O)N2CCCC2)cc1)N1CCN(c2ccccc2O)CC1 (configuration not stated)
  i	-1	-3	2	0.2	10	2	-0.1	1
- COc1ccc(CC(=O)N2N=C(C)CC2(O)C(F)(F)F)cc1OC (configuration not stated)
  i	-4	-4	-5	2.9	3	5	-0.6	-1
- Cc1ccc(OCCC(=O)Nc2ccc(C)c(F)c2)cc1
  i	2	-2	21	-0.2	21	6	-0.6	-1

Bioassay records (PubChem BioAssay)
